tim10-1 inh: tim10-1 yeast growth inhibition; 330,000 tested, 2.2% active; inhibition, % at 20 µM; S. cerevisiae tim10-1 ts strain growth, BacTiter-Glo, 24 h;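 active = inhibition of at least 40%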;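 note: mutant grown at 25 °C; 0% = DMSO wells with yeast and 100% = wells holding no yeast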
UPR XBP1 act: activators of adaptive arm of unfolded protein response (XBP1) | activation, % at 20 µM | 330,000 tested, 0.33% active | CHO-XBP1 luciferase reporter, IRE1-XBP1 UPR activation, luminescence; percent of tunicamycin response, DMSO as zero;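 active = versus positive control, 20 µM dose yields 30% or more activation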;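 note: 100% = tunicamycin at 10 µg/mL and 0% = DMSO only wells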
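Material: CHO cell line with stable XBP1 luciferase reporter; buffer or medium: F12 medium containing 10% fetal bovine serum; compound: single point, 20 µM final compound, 1% DMSO; incubation: 6 h treatment, 37 °C; measured by: glow luminescence from Steady-Glo reagent; evaluation: activation, % of tunicamycin; control set: tunicamycin high, DMSO low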
tim23-1 inh: inhibits growth of tim23-1 mutant yeast; S. cerevisiae tim23-1 growth, BacTiter-Glo luminescence, 24 h; inhibition, % at 20 µM; 330,000 tested, 1.3% active; AID 463212;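 active = growth inhibition of the mutant yeast at or above 50%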;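 note: temperature-sensitive mutant grown at 25 °C; plate controls were DMSO-treated mutant yeast for no effect and medium wells lacking yeast for full effect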
UPR CHOP act: activators of apoptotic arm of unfolded protein response (CHOP) | CHO-CHOP luciferase reporter, UPR activation, luminescence; percent of tunicamycin response over DMSO baseline | activation, % at 10 µM | 330,000 tested, 0.34% active;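 active = at 10 µM dose, activation of 40% or more, normalized to positive control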;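 note: 100% = tunicamycin at 10 µg/mL and 0% = DMSO alone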
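System: CHO CHOP reporter cells. Amount: 500 cells per well. Buffer or medium: F12 medium, 10% FBS. Compound dosing: one dose, 10 µM in 0.5% DMSO. Incubation: 6 h compound exposure at 37 °C after overnight seeding. Technique: Steady-Glo luciferase luminescence. Benchmarks: tunicamycin and DMSO controls.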
Mdm2-MdmX inh: human Mdm2/MdmX binding inhibition | SaOS-2 split-luciferase Mdm2/MdmX complementation, luminescence | O15151+Q00987 | AID 485346 | 330,000 tested, 3% active | inhibition, % at 8 µM;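 active = inhibition of at least 50% at 8 µM in the primary screen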
Target sequence (O15151 whole entry, looked up): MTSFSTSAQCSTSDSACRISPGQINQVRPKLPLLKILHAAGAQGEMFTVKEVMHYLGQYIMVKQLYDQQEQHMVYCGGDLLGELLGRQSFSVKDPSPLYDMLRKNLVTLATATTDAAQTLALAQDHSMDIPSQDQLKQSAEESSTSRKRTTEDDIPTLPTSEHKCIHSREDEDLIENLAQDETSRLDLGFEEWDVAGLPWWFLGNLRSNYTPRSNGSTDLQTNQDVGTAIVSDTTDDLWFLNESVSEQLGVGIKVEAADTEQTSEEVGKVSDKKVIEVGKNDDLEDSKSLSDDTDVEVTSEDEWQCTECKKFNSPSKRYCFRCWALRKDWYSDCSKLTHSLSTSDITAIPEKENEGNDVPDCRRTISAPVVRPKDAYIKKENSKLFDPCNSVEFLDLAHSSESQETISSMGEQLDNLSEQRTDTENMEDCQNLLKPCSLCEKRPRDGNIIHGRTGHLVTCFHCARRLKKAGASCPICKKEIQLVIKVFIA
Target sequence (Q00987 whole entry, looked up): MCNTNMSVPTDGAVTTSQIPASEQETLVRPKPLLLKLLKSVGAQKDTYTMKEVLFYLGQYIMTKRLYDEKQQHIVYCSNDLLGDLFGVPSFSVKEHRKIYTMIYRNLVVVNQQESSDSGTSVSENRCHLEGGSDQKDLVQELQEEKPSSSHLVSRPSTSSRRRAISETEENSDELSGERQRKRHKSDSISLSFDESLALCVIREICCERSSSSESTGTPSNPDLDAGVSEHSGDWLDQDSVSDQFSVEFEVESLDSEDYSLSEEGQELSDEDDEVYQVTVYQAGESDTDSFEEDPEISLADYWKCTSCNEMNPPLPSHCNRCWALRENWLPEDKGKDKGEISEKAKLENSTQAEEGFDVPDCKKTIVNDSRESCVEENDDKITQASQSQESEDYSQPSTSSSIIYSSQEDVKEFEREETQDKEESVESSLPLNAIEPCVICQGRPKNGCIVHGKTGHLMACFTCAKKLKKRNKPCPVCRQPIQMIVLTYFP
NALP3 yeast inh: blocks the NALP3 inflammasome reconstituted in yeast. Yeast reconstituted NLRP3/ASC/caspase-1, beta-gal luminescence, 24 h. inhibition, % at 10 µM. 330,000 tested, 0.39% active;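 active = inhibition of 50% or more; inactive = inhibition below 50%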;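 note: plate controls were induced DMSO wells for no effect and uninduced yeast grown without galactose for full effect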
APJ agonist: agonists of human APJ apelin receptor; P35414; CHO-K1 APJ PathHunter beta-arrestin, luminescence; 0% DMSO wells, 100% apelin; activation, % at 20 µM; 330,000 tested, 0.11% active; AID 2520;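 active = activation more than six SD over the plate average, tested at 20 µM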;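 note: 0% = DMSO alone and 100% = apelin-13 at 10 nM; some results filed as inactive read as strong as hits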
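Material: engineered CHO-K1 APJ arrestin reporter cells; amount: 1000 CHO-K1 reporter cells seeded per well; incubation: compound stimulation 90 min at 25 °C, detection 60 min; signal: luminescent beta-gal fragment complementation, chemiluminescent substrate; read-out basis: APJ agonist activity; controls: DMSO-only wells as negative, 10 nM Apelin-13 as positive control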
TIM10 inh: growth inhibitors of TIM10 yeast strain; S. cerevisiae TIM10 strain growth, BacTiter-Glo luminescence, 24 h; inhibition, % at 10 µM; 330,000 tested, 1.4% active; AID 463195;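 active = inhibition of 40% or more at the single tested concentration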;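 note: wild-type TIM10 isogenic control strain grown at permissive 25 °C; 0% = DMSO yeast wells and 100% = minimal medium wells without yeast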
GRIN3A LBD mod: modulators (binders) of human NR3A ligand-binding domain; NR3A LBD differential scanning fluorimetry, Tm shift; 0% = protein alone, 100% = glycine-bound protein; Tm shift relative to glycine control, % at 25 µM; 340,000 tested, 2.5% active; AID 1259313;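 active = melting temperature shift of at least 10% of the positive control shift, at one fixed dose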
An asterisk follows results filed as active; / = no result given.

SMILES,tim10-1 inh,UPR XBP1 act,tim23-1 inh,UPR CHOP act,Mdm2-MdmX inh,NALP3 yeast inh,APJ agonist,TIM10 inh,GRIN3A LBD mod
COc1cc(/C=C(\C#N)C(=O)Nc2cccc3ncccc23)cc(OC)c1OC,39,-3,47,-4.4,3,-1,4,42*,-2
COc1cc(-c2n[nH]c(=S)n2-c2cccc(C(F)(F)F)c2)cc(OC)c1OC,8,2,15,1.1,8,22,-3,13,1
COc1cc(OC)cc(C(=O)NCC(=O)OCC(=O)N2CC(C)CC(C)C2)c1 (stereo not given),1,6,4,0.1,15,16,-2,0,-1
COc1ccc(/C=C(/C#N)C(=O)Nc2ccc(O)cc2)cc1C(=O)O,14,-4,17,-1.2,-9,2,-3,17,-1
CC(C)c1onc(C(=O)N2CCN(c3ccc(F)cc3)CC2)c1[N+](=O)[O-],29,-4,25,0.5,3,-12,6,12,0
COc1cc(/C=N/NC(=O)CCC(=O)NC2CCCCC2)ccc1C,1,5,7,1.0,10,4,-4,13,3
CCOC(=O)C1=C(Nc2ccc(Cl)cc2)OCC1=O,0,-2,4,1.2,15,17,0,18,-1
Cc1cc(OCCCCN2C(=O)NC(C)(C)C2=O)ccc1[N+](=O)[O-],5,1,2,1.4,3,8,-2,11,-1
COc1ccc(/C=C2\CCCC3C2=NN(C(=O)CSc2n[nH]c(N)n2)C3c2ccc(OC)cc2)cc1 (stereo not given),-15,-5,-18,0.9,35,6,-2,4,-8
O=C1NN=C(CSc2n[nH]c(=S)s2)CS1,1,1,10,-1.4,21,19,-3,7,0
CSCCC(NC(=O)COc1ccccc1)C(=O)N1CCCCCC1 (stereo not given),21,1,23,0.4,-5,9,-3,5,-1
COc1cc(C(=O)NC(CCSC)C(=O)OCC(=O)NC(=O)C2CCCCC2)cc(OC)c1OC (stereo not given),-2,-6,15,-1.2,-10,26,1,-15,0
CCOC(=O)N1CCN(C(=O)c2ccc(Cl)c(S(=O)(=O)Nc3ccccc3)c2)CC1,1,-3,17,-1.7,-4,21,-2,6,1
O=C(Cn1[nH]c(=O)c2ccccc2c1=O)N1CCN(S(=O)(=O)c2ccc(Cl)cc2)CC1,3,-4,0,-1.0,25,15,-2,8,0
Cc1ccc(CN2CCN(CC(=O)N=Nc3c(O)[nH]c4ccccc34)CC2)cc1,-2,-4,2,0.8,25,2,1,-4,20*
Cn1ccnc1C(=O)c1ccc(S(=O)(=O)N2CCCC2)cc1,1,1,4,1.7,9,18,-2,13,0
CN(c1ccc(C(=O)NC2CC2)cc1)S(=O)(=O)c1ccccc1,-10,0,-3,0.4,-9,5,1,-9,2
COc1cc(/C=N/NC(=O)c2cc(-c3cccc(Br)c3)nc3ccccc23)cc(OC)c1O,9,0,17,2.7,16,5,0,15,13*
CC(C)(C)c1ccccc1OCC(=O)NCc1ccccc1,-13,0,19,-0.2,-9,12,-3,-16,-2
COc1ccc(S(=O)(=O)Nc2ccccc2OC)cc1NC(=O)c1cc2ccccc2oc1=O,18,4,-28,4.8,73*,-1,-1,-15,5
O=C(CSc1nnc(C2CC2)n1Cc1ccccc1)Nc1cccnc1Cl,9,4,14,-0.8,-25,-6,-1,3,1
COc1ccc(C2c3[nH]c4ccccc4c3C[C@H]3C(=O)N(C4CCN(Cc5ccccc5)CC4)CC(=O)N23)c(OC)c1 (stereo not given in full),15,3,2,0.1,21,0,-2,1,3
CC1=CC2=NC(=O)/C(=C\c3cc(C)n(-c4cccc(Cl)c4)c3C)C(=N)N2O1,-5,5,9,1.6,6,7,-1,-16,-3
O=C(Nc1cccnc1)c1ccc(Cl)cc1[N+](=O)[O-],17,2,0,-0.4,5,14,-2,17,-1
CCc1ccccc1NC(=O)N1CCCC(CCC(=O)N(C)CCc2ccccn2)C1 (stereo not given),10,-3,-3,-2.3,26,0,-3,14,0
S=C(Nc1ccccc1Cl)Nc1ccc(Cl)cc1Cl,13,-1,24,-1.7,6,4,-5,10,0
Cc1cccn2c(N)c(-c3ccccc3)nc12,36,1,24,5.2,-34,3,6,28,1
COc1ccc(C2(C(N)=O)CCCCC2)cc1OC,-3,-3,3,-2.4,4,6,0,-4,4
COc1cccc(/C=C/C(=C2/C(=O)N(c3ccccc3)N=C2C)c2ccc(C)cc2)c1OC,15,3,3,2.5,6,4,-1,35,-2
COc1ccc(NC(=O)/C(C#N)=C/c2ncc([N+](=O)[O-])n2C)c(OC)c1,58*,6,84*,7.1,24,48,9,25,-1
COc1ccc(-n2nc3c(c2NC(=O)C2CC(=O)N(c4ccccc4)C2)CS(=O)(=O)C3)cc1 (stereo not given),-11,0,-4,-2.0,18,8,2,3,1
Cc1ccc(S(=O)(=O)N2CCOCC2)cc1NC(=O)CNCC1CCCCC1,23,-3,12,1.5,0,-5,-1,-4,2
CC1Cc2ccccc2N1S(=O)(=O)c1cnc(Cl)c(Cl)c1 (stereo not given),-24,-5,4,0.2,30,-5,-1,-71,3
O=C1C(=O)N(Cc2cccnc2)C(c2ccccn2)/C1=C(/O)c1ccccc1 (stereo not given),6,-2,13,0.3,8,0,-13,0,6
O=C(CCN1CCOCC1)Nc1cc(C(=O)Nc2ccccc2F)ccc1N1CC2CC(C1)c1cccc(=O)n1C2 (stereo not given),22,-3,8,2.3,21,5,-3,-11,-1
Cc1ccc(S(=O)(=O)Nc2ccc(-n3c(C)nc4ccccc4c3=O)cc2)cc1,5,-1,1,1.4,26,6,5,20,-2
Cc1ccc(-c2noc(CSc3nnc(Cc4ccccc4)n3-c3cccc(C)c3)n2)cc1,24,0,35,1.0,25,7,-2,34,-3
CC(C)CC(=O)N1CCN(Cc2ccc(C(F)(F)F)cc2)CC1,5,-2,-3,-0.8,11,10,-2,6,0
COc1ccc(-c2nnc(SCCC(=O)O)n2-c2ccccc2)cc1OC,8,-2,-9,2.1,8,1,-4,-14,0
O=C(Nc1cccc2c1CCCC2)c1ccccc1F,31,-1,34,2.6,10,5,-6,19,2

Reformatted: results already given.
Value order: tim10-1 inh | UPR XBP1 act | tim23-1 inh | UPR CHOP act | Mdm2-MdmX inh | NALP3 yeast inh | APJ agonist | TIM10 inh | GRIN3A LBD mod
COc1ccc(NC(=O)/C(C#N)=C/c2ncc([N+](=O)[O-])n2C)c(OC)c1
    58* | 6 | 84* | 7.1 | 24 | 48 | 9 | 25 | -1
COc1ccc(-n2nc3c(c2NC(=O)C2CC(=O)N(c4ccccc4)C2)CS(=O)(=O)C3)cc1 (stereo not given)
    -11 | 0 | -4 | -2.0 | 18 | 8 | 2 | 3 | 1

(further entries)
SMILES,tim10-1 inh,UPR XBP1 act,tim23-1 inh,UPR CHOP act,Mdm2-MdmX inh,NALP3 yeast inh,APJ agonist,TIM10 inh,GRIN3A LBD mod
Cc1c(C(=O)C(=O)N2CCN(C)CC2)c2ccccc2n1C,7,-1,2,-0.8,13,-2,-1,-12,1
O=C(CSc1ccc2ccccc2c1)NCCCN1CCCC1=O,12,-1,13,-2.1,23,19,-3,6,-1
COc1ccc(C(=O)NC(C(=O)N2CCN(c3ccccc3O)CC2)C(C)C)cc1 (stereo not given),2,-1,23,-1.5,-21,7,-2,4,0
COc1ccc(C(=O)OCN2C(=O)c3ccccc3C2=O)cc1,16,11,24,-2.3,0,32,-2,-6,-3
CCOc1ccc(-c2c(C(=O)N/N=C/c3ccsc3)nnn2-c2nonc2N)cc1,9,-5,1,-1.1,-6,1,2,-2,13*
CCc1ccc(NC(=S)N2CCCC(C(F)(F)F)C2)cc1 (stereo not given),3,5,42,2.0,10,24,-2,15,-1
Cc1cccc(OCC(=O)Nc2ccc(S(=O)(=O)N3CCN(C)CC3)cc2)c1,14,-1,22,0.0,-13,22,6,-5,2
COc1cccc(-c2cc(-c3cccnc3)c(C#N)c(N)n2)c1,7,0,6,-0.8,22,-7,-2,16,-1
Cc1ccccc1SCC(=O)OCC(=O)Nc1ccc(N(C)C)cc1,-2,1,11,-0.5,-5,2,0,1,-1
CCN1C(=NCc2cc(OC)c(OC)c(OC)c2)N[C@@H](c2ccccc2)[C@H](C(=O)OC)[C@H]1C,9,-4,-5,0.4,15,4,-5,-2,/
CCOC(=O)CN1C(=O)N[C@@H](CCc2ccccc2)[C@@H](C(=O)OC)[C@H]1C,24,-1,19,-0.7,11,10,-4,7,-2
O=C(NCCCN1CCc2ccccc2C1)C1CCN(S(=O)(=O)N2CCCC2)CC1,-12,-2,16,-0.8,-8,23,-3,-5,3
CN(C)c1cc(Nc2ccc(O)cc2)c([N+](=O)[O-])c2nonc12,20,6,28,0.4,-3,15,-1,2,0
CSc1ccc(/C=N/n2c(C3CCCCC3)n[nH]c2=S)cc1,34,1,39,4.8,36,34,1,34,-7
COC(=O)c1cc(NC(=O)c2cccs2)ccc1N1CCOCC1,-18,-1,13,-0.9,9,16,-1,-13,0
CN(C)C(=O)c1c2c(nc3ccccc13)CCCC2,-14,-1,-3,-0.5,19,-12,-2,-13,-1
COc1ccc(CCNC(=O)c2ccc3c(c2)NC(=O)C(N2CCOCC2)S3)cc1OC (stereo not given),-2,1,1,-1.1,3,15,-1,6,0
Nc1ccc(CCC(=O)N2CCCC2)cc1,0,-6,6,-0.8,2,14,0,-4,-4
O=C(Cn1cnc2c(cnn2-c2ccccc2)c1=O)Nc1cc(S(=O)(=O)N2CCOCC2)ccc1Cl,6,-3,8,-1.8,24,4,0,-17,-2
Cn1cnnc1SCC(C)(C)NS(=O)(=O)c1ccc(Cl)cc1,-19,-1,13,0.4,-13,4,-5,-17,-2
CCC(=O)Nc1ccc2c(c1)nc1n2CCN(C2CCCCC2)C1,18,-3,13,1.3,0,8,1,2,1
COc1ccc(Oc2cn[nH]c2-c2ccc(OC)cc2O)cc1,50*,4,66*,0.8,14,43,-2,46*,18*
CC(Sc1ccccc1)C(=O)NCCc1ccccc1 (stereo not given),3,-4,-1,4.2,11,17,1,-2,-5
Clc1ccc(Oc2nc(N3CCOCC3)nc(N3CCOCC3)n2)cc1,1,-7,10,1.4,17,13,2,8,0
Cc1c(-c2ccccc2)[n+](=O)c2c(n1[O-])CCCC2,5,-3,15,0.1,-12,-4,-2,12,2
O=C(Cc1ccc(Cl)cc1)Nc1ccccc1C(=O)N1CCCCC1,18,-3,15,-1.7,13,9,1,-11,2
CCOC(=O)Cc1csc(SCC(=O)NC2CCS(=O)(=O)C2)n1 (stereo not given),10,-3,-3,2.3,-4,4,-4,-5,0
CCCCC(=O)NS(=O)(=O)c1ccc(NS(C)(=O)=O)cc1,-1,1,4,-2.0,11,6,2,-1,0
Cc1cccc(NC(=O)NCCc2ccc(Cl)cc2)c1,-13,0,-6,0.2,-5,14,-1,-18,7
